From PubChem
PfHsp90 yeast 2: inhibits growth of yeast expressing Plasmodium falciparum Hsp90 | S. cerevisiae expressing PfHsp90, BacTiter-Glo ATP, 48 h; yeast lacking PDR1 and PDR3 efflux regulators | inhibition, % at 9.4 µM | 310,000 tested, 0.32% active;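 active = every replicate shows inhibition above about 80%, whatever the replicate mean, limit read from the data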;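 also: 0% = DMSO neutral controls and 100% = 20 µM radicicol positive controls; yeast relying on Plasmodium falciparum Hsp90 in place of its own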
SUMO Mot1 rescue: blocks SUMOylation pathway, rescuing yeast Mot1-301 growth; S. cerevisiae Mot1-301 growth rescue, ATP luminescence, 38.5C; percent above DMSO median, 100 means doubled; growth rescue, % at 18.8 µM; 320,000 tested, 1% active;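 active = every valid replicate shows activation above 250% relative to neutral control wells; inactive = the rest, any valid replicate at or below 250%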;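 also: OY570 slx delta 5 strain wells were the positive control but not used for scaling; some compounds called inactive have numbers as strong as hits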
PKA-R1A activ: activates the PKA-R1A holoenzyme complex; AID 504707; PKA-R1A dissociation, Cy5-IP20 fluorescence polarization; scaled: DMSO 0%, 113 µM cGMP 100%; 340,000 tested, 0.083% active; activation, % at 11.4 µM; P00514+P68181;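 active = percent activation above the mean of all tested compounds plus 3 SD, cut at about 19% in these data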;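 also: higher means more PKAc released from R1A so a rise in polarization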
Tat transport: E. coli Tat transport inhibition. inhibition, % at 10 µM. 340,000 tested, 0.036% active. E. coli MC4100 TorA-mCherry Tat export, fluorescence. AID 488895;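 active = mean replicate inhibition at least 50% and at least half of replicates individually reaching 50%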;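 also: exported cargo escapes ClpAP degradation while cytoplasmic cargo is degraded and loses fluorescence; 0% = median of neutral control wells and 100% = median of NaSCN control wells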
DSG3 Ab inh: human desmoglein-3 autoantibody binding inhibition; P32926; 310,000 tested, 0.48% active; binding (percent of control), % at 10 µM; DSG3-coupled beads, scFv-anti-DSG3-GFP binding, flow cytometry; active compounds read low;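 active = binding more than 3 SD below its plate's average and above zero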;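 also: hits lower antibody fragment binding to DSG3; some compounds called inactive have numbers as strong as hits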
Target sequence (P32926 whole entry, looked up, the tested form may be a part): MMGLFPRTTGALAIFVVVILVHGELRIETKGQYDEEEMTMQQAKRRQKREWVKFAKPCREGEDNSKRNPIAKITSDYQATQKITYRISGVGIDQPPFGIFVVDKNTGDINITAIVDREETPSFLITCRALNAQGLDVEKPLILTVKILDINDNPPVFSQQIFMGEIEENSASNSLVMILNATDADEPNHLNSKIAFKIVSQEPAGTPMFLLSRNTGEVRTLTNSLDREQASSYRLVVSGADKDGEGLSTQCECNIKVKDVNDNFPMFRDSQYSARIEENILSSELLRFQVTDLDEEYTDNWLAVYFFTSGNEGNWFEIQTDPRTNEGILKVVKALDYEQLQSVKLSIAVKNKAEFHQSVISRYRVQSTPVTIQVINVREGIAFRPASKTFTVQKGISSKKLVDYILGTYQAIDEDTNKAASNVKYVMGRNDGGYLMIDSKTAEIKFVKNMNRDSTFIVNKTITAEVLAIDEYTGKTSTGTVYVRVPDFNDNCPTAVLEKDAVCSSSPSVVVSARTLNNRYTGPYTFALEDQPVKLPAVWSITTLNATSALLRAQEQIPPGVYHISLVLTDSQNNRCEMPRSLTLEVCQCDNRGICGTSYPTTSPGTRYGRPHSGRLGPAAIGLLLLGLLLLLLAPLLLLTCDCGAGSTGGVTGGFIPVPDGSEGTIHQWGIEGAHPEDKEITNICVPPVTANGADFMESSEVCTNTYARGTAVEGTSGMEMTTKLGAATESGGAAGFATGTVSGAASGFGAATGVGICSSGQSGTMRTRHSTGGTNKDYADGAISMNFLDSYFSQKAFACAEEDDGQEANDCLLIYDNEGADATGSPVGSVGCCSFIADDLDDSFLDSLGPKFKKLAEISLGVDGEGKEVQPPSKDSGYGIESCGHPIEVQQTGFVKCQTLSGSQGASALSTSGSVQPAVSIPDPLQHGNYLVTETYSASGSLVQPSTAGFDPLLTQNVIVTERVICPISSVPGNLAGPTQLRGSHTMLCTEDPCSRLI
MOR-DOR inv ag: mu-delta opioid heterodimer inverse agonism | P35372+P41143 | cell-based MOR-DOR heterodimer luminescence | inhibition, % at 9.3 µM | 340,000 tested, 0.21% active; in the data active = inhibition above about 22%, passing the limit was not always enough;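 also: 0% = cells with DMSO and 100% = wells without cells with DMSO; values of inactives mirror those of a sister screen read the other way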
Ecoli viability: counter-screen for AddAB inhibitors: E. coli growth inhibition. E. coli V3065 growth, OD600 absorbance, 18 h. inhibition, % at 11.9 µM. 330,000 tested, 0.27% active. AID 449728;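 active = inhibition above the campaign's mean inhibition across all tested compounds plus 3 SD, cut at about 9.9% in these data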;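 also: uninfected addAB+ strain grown without phage in ampicillin broth; 0% = DMSO wells and 100% = ciprofloxacin 0.95 µg/ml wells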
AddAB inh: less growth of phage-infected E. coli with AddAB; 330,000 tested, 0.29% active; inhibition, % at 11.9 µM; E. coli expressing H. pylori AddAB, absorbance growth; AID 435030; in the data active = inhibition above about 12%;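 also: 0% = vehicle wells of infected cells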
OPRM1-OPRD1 ag: agonists of human mu-delta opioid receptor heterodimerization | P35372+P41143 | cells, OPRM1-OPRD1 heterodimerization, luminescence | activation, % at 9.3 µM | 340,000 tested, 0.3% active | AID 504326; in the data active = activation above about 18%;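 also: 0% = vehicle-treated cells and 100% = reference agonist; values of inactives mirror those of a sister screen read the other way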
Arr AP2 block: blocks beta-arrestin peptide binding to AP2 adaptin | 340,000 tested, 0.31% active | inhibition, % at 10 µM | FITC-arrestin peptide / GST-AP2 beads, flow cytometry; AP2 beta2 appendage carries R879A mutation;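 active = inhibition above a set limit, near 3 SD of compounds lacking own fluorescence, cut at about 54% in these data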;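 also: plate controls were DMSO wells for no effect and 5 µM unlabelled arrestin peptide for full effect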
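test system = AP2 appendage R879A on GSH beads | buffer or medium = PBS plus Tween 20 (0.05%) and BSA (0.1%) | incubation = 12 min plus 1 h, RT | detection = bead flow cytometry, FITC channel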
phage Ecoli inh: E. coli growth loss with phage present; inhibition, % at 11.9 µM; growth absorbance; 360,000 tested, 0.26% active; AID 651602; in the data active = inhibition above about 11%
Starred values were filed as active, the others as inactive; . = not tested or not shown.

Start of the data: the first two entries, to show the layout:
SMILES	PfHsp90 yeast 2	SUMO Mot1 rescue	PKA-R1A activ	Tat transport	DSG3 Ab inh	MOR-DOR inv ag	Ecoli viability	AddAB inh	OPRM1-OPRD1 ag	Arr AP2 block	phage Ecoli inh
COc1cccc(NC(=O)Nc2nnc(CC(=O)NCc3ccccc3)s2)c1	-4	-8	-13	1	100	19	1.5	1.6	-3.5	-12	2.3
CC(Oc1cc2oc(=O)cc(-c3ccccc3)c2cc1Cl)C(=O)NCC1CCC(C(=O)O)CC1 (centres undefined)	-13	-11	-10	6	102	12	2.5	4.7	-2.3	4	4.0

The list itself, from the first entry:
SMILES	PfHsp90 yeast 2	SUMO Mot1 rescue	PKA-R1A activ	Tat transport	DSG3 Ab inh	MOR-DOR inv ag	Ecoli viability	AddAB inh	OPRM1-OPRD1 ag	Arr AP2 block	phage Ecoli inh
COc1cccc(NC(=O)Nc2nnc(CC(=O)NCc3ccccc3)s2)c1	-4	-8	-13	1	100	19	1.5	1.6	-3.5	-12	2.3
CC(Oc1cc2oc(=O)cc(-c3ccccc3)c2cc1Cl)C(=O)NCC1CCC(C(=O)O)CC1 (centres undefined)	-13	-11	-10	6	102	12	2.5	4.7	-2.3	4	4.0
O=C(CCCCCn1c(=S)[nH]c2ccc(N3CCOCC3)cc2c1=O)NCCc1ccccc1	16	0	-1	-2	94	-4	-0.3	0.3	0.7	19	2.9
COc1ccccc1CNCCS(=O)(=O)NCc1ccccc1OC	-12	.	4	-8	100	3	.	.	-0.6	-14	3.7
Cc1ncc(CSc2nnnn2-c2ccccc2)c(N)n1	-29	2	1	-4	98	13	-1.1	2.1	-2.4	-8	1.7
CC(OC(=O)c1ccc(-n2cnnn2)cc1)C(=O)N(C)c1ccccc1 (centres undefined)	.	.	-14	4	98	5	.	.	-1.0	6	3.5
CCNC(=O)c1cccc(NC(=O)C2CC(=O)N(CCc3ccccc3)C2)c1 (centres undefined)	-4	207	3	4	99	-3	-2.3	-0.5	0.8	20	2.1
O=C(c1ccccc1)N1CCCCC(S(=O)(=O)c2ccccc2)C1=O (centres undefined)	-44	-6	5	6	106	7	-0.4	0.3	-1.2	-9	3.9
Cc1cccc(NC(=O)c2nc[nH]c2C(=O)N2CCc3ccccc3C2)c1	-44	-8	-1	1	102	-18	-3.2	-1.9	3.3	6	2.3
CC(OC(=O)C1CCN(S(=O)(=O)c2ccc3c(c2)OCCO3)CC1)C(=O)N(C)c1ccccc1 (centres undefined)	16	0	-4	-1	94	6	-0.2	0.2	-1.3	-3	1.0
NC(=O)Nc1ccc(C(=O)OCC(=O)NC2CCCCC2)cc1	-8	3	-2	-4	99	0	-1.2	0.4	0.1	2	2.5
C=CCn1c(SCC(=O)N(C)c2c(N)n(Cc3ccccc3)c(=O)[nH]c2=O)nnc1-c1ccccc1OC	5	-5	-8	2	125	3	-0.3	5.4	-0.6	3	1.7
O=C(CSc1nnc(-c2cccs2)n1-c1ccccc1)NCc1ccco1	-2	4	-5	1	99	15	-2.7	-0.2	-2.7	4	3.1
O=C(/C=C/c1ccc(F)cc1)NC(=S)NNC(=O)c1cccnc1	26	-11	3	-9	105	13	-4.8	-4.5	-2.4	24	-5.8
CC(=O)C1=C(C)NC(=O)CC1c1ccccc1Cl (centres undefined)	6	-9	-6	-1	96	3	-1.5	-1.9	-0.4	-2	5.9
CCC(=O)c1ccccc1OCCCN1C(=O)NC(C)(C)C1=O	.	-14	-9	-2	94	-18	0.5	2.6	3.4	28	1.3
CN(CC1COc2ccccc2O1)C(=O)CSc1nncs1 (centres undefined)	.	-6	4	2	91	11	-1.8	1.6	-2.2	-14	2.5
Clc1ccc(Sc2cc(Cl)c(-c3ccccc3)nn2)cc1	19	15	-10	6	105	-5	-1.3	3.0	1.3	-3	3.2
Cc1ccccc1CN1CCN(CC(=O)NCc2ccco2)C1=O	-29	16	-2	5	.	12	-0.8	4.8	-2.6	1	2.3
COc1ccc(CN(Cc2cccn2C)S(=O)(=O)c2ccc(F)cc2)cc1	-5	11	10	2	110	4	1.3	-7.6	-0.9	-5	1.3
CC1=C(C(=O)Nc2ccc(C(=O)NCCCN3CCCCC3)cc2)SCCO1	-9	-16	2	-9	101	7	-2.2	2.5	-1.4	1	3.0
NC(=O)C1CCN(C(=O)c2cc3ccccc3cc2O)CC1	32	2	0	4	98	-16	3.5	2.4	2.5	-9	1.9
Cc1ccc2c(CC(=O)NCCc3ccc(S(N)(=O)=O)cc3)coc2c1	-8	12	-3	-3	108	8	-1.2	0.3	-1.6	-3	2.0
O=C(COC(=O)c1ccco1)Nc1nc2c(F)c(F)c(F)cc2s1	12	5	-16	-2	114	-13	-1.5	3.1	1.6	-3	0.1
O=C(Cn1c(=O)[nH]c2ccccc2c1=O)Nc1cccnc1	-1	1	-5	-8	104	11	0.5	2.6	-2.1	-1	1.1
Going on with the list:
SMILES	PfHsp90 yeast 2	SUMO Mot1 rescue	PKA-R1A activ	Tat transport	DSG3 Ab inh	MOR-DOR inv ag	Ecoli viability	AddAB inh	OPRM1-OPRD1 ag	Arr AP2 block	phage Ecoli inh
Cc1c([N+](=O)[O-])c(C(=O)NC2CCCC2)nn1C	-21	.	-11	9	109	15	.	.	-2.8	-7	0.2
CC(=O)N1CCC(=NNC(=O)c2cc3ccccc3cc2O)CC1	8	-4	-5	-2	.	-12	3.5	1.8	2.2	-18	5.4
CSCC[C@H](NC(=O)OC(C)(C)C)C(=O)N1CCC(C(=O)N[C@@H](C)C(=O)NC(C)c2ccccc2)CC1 (some centres undefined)	20	-14	-3	-4	106	6	-2.3	5.2	-1.2	19	2.9
O=C(Nc1nccs1)C12CC3CC(C1)CC(C(=O)Nc1nccs1)(C3)C2	-7	9	-2	-4	103	1	-1.8	3.6	-0.2	0	0.7
C=Cc1ccc(C(=O)N2CCCC(CCC(=O)N3CCN(c4ccccn4)CC3)C2)cc1 (centres undefined)	-22	-29	-9	3	.	6	1.9	1.6	-1.1	6	-0.5
CCN(CC)S(=O)(=O)c1cccc(-c2nnc(C(=O)c3ccc(C(F)(F)F)cc3)o2)c1	18	-15	-7	-8	103	-11	-0.3	-0.7	1.9	11	-0.5
CCCCOC(=O)c1ccc(NC(=O)C(CCS(C)(=O)=O)NC(C)=O)cc1 (centres undefined)	10	149	-1	-1	.	5	-0.9	2.6	-1.0	4	-1.0
COCc1cc(C)nc(N2CCCCC2)c1C#N	11	-10	-13	2	96	-17	0.1	2.4	3.1	0	-1.4
Cc1nc(Nc2ccccc2F)c2nnn(Cc3ccccc3Cl)c2n1	-2	-10	4	-15	91	-35	1.8	2.0	7.3	-6	2.5
O=C(NN1CCOCC1)c1ccccc1	1	18	-4	-5	.	14	-0.2	2.0	-2.7	14	-1.5
O=C(Nc1nc(-c2ccc(F)c(F)c2)cs1)Nc1ccc(F)cc1F	-4	61	-10	-2	95	-16	-1.0	2.3	3.5	14	0.3
CCCn1c(SC(C)C(=O)NCC2CCCO2)nc2cc(Cl)ccc2c1=O (centres undefined)	3	-19	4	2	105	-7	0.1	1.9	1.3	52	-0.4
Cc1ccc2c(c1)C1CN(C)CCC1N2C(=S)Nc1ccc(Cl)cc1Cl (centres undefined)	0	14	-8	-3	100	.	-0.2	2.5	.	6	-1.6
COc1cc(Cl)ccc1OCc1cc(C(=O)N2CCC(N(C)C)C2)no1 (centres undefined)	-5	4	5	10	.	5	-0.1	1.2	-0.9	1	-1.3
COc1ccccc1NC(=O)Cn1cnc2c1c(=O)n(C)c(=O)n2C	11	-12	0	-2	104	.	0.3	1.5	.	20	0.8
CCc1nc(SCC(=O)Nc2ccccc2Cl)n[nH]1	5	250	-3	5	97	3	2.5	4.5	-0.5	1	-3.2
N#Cc1c(C#N)c(O)c2ccccc2c1O	-10	0	11	-7	104	-20	0.6	0.1	4.0	-16	0.2
Cc1cc(C)cc(NC(=S)NCC2CCN(C(C)c3ccccc3)C2)c1 (centres undefined)	11	-3	-9	-12	131	-14	2.5	3.3	2.6	-5	2.0
CCn1c(CC(=O)Nc2ccc(Cl)c(Cl)c2)nnc1SCc1ccc(Cl)cc1	-8	-16	-2	-8	107	7	0.2	1.0	-1.4	-5	0.8
Cc1ccc(C(C)NC(=O)c2ccc3c(c2)OCCO3)cc1C (centres undefined)	8	-20	-3	4	96	8	-0.8	-0.8	-1.6	-6	-2.6
CCN(Cc1nc2ccccc2c(=O)[nH]1)C(=O)COc1ccccc1Cc1ccccc1	-27	.	-3	6	102	-24	.	.	3.8	8	3.5
CCC(=O)Nc1ccc(/C=C(\C(C)=O)C(=O)c2ccccc2)cc1	1	0	-6	-6	100	19	-0.2	2.1	-3.7	-12	-0.1
CCOC(=O)C(Cc1ccccc1)NC(=O)CCCC(=O)c1ccccc1 (centres undefined)	-24	-14	6	4	96	-6	-1.6	-0.9	1.1	16	-0.2
C=CCn1c(SCC(=O)c2cc(C)n(CC3CCCO3)c2C)nnc1-c1ccccc1 (centres undefined)	4	-7	6	6	.	14	-0.2	-1.2	-2.2	12	3.9
COc1ccc(OCC(=O)NCc2nc(-c3ccccc3)no2)cc1	19	.	-13	-1	99	9	.	.	-1.8	-14	1.1
Cn1c(SCC(=O)Nc2ccc(Cl)cc2)nnc1C1CC1	4	-3	-1	-1	96	9	-1.9	2.3	-1.4	21	1.0
COc1ccccc1NC(=O)CN1C(=O)NC2(CCCc3ccccc32)C1=O (centres undefined)	-1	.	-9	7	100	-2	-0.2	-0.6	0.4	28	2.2
COc1ccc(Br)cc1/C=N/Nc1ccccn1	11	10	-22	6	107	-21	.	.	4.3	0	2.4

Single records (already shown). Values in the order: PfHsp90 yeast 2	SUMO Mot1 rescue	PKA-R1A activ	Tat transport	DSG3 Ab inh	MOR-DOR inv ag	Ecoli viability	AddAB inh	OPRM1-OPRD1 ag	Arr AP2 block	phage Ecoli inh
Profile of O=C(Nc1nc(-c2ccc(F)c(F)c2)cs1)Nc1ccc(F)cc1F → -4	61	-10	-2	95	-16	-1.0	2.3	3.5	14	0.3
Profile of C=Cc1ccc(C(=O)N2CCCC(CCC(=O)N3CCN(c4ccccn4)CC3)C2)cc1 (centres undefined) → -22	-29	-9	3	.	6	1.9	1.6	-1.1	6	-0.5
Profile of Cc1ccc(C(C)NC(=O)c2ccc3c(c2)OCCO3)cc1C (centres undefined) → 8	-20	-3	4	96	8	-0.8	-0.8	-1.6	-6	-2.6
Profile of CCOC(=O)C(Cc1ccccc1)NC(=O)CCCC(=O)c1ccccc1 (centres undefined) → -24	-14	6	4	96	-6	-1.6	-0.9	1.1	16	-0.2
Profile of O=C(NN1CCOCC1)c1ccccc1 → 1	18	-4	-5	.	14	-0.2	2.0	-2.7	14	-1.5
